Source: PubChem (Sanford-Burnham Center for Chemical Genomics)
mIAP inh: mouse IAP inhibition; purified mouse IAP, CDP-Star luminescence, 30 min; inhibition, % at 10 µM; hit rate 0.2% among 330,000;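 active means inhibition of at least 40% at 10 µM in the primary screen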;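 further: plate controls were DMSO with enzyme for no effect and no enzyme wells for full effect; values of inactives mirror those of a sister screen read the other way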
hIAP act: human IAP activation. purified human IAP, CDP-Star luminescence, 30 min; hits give high values; 1 = vehicle-only enzyme, 0 = enzyme-free background. hit rate 0.16% among 330,000. AID 2524. activation factor at 10 µM. P09923;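 active means activation factor of the enzyme at least 2-fold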; further: the source names both 10 and 20 µM as test concentration; values of inactives mirror those of a sister screen read the other way
Target sequence (P09923 whole entry, looked up): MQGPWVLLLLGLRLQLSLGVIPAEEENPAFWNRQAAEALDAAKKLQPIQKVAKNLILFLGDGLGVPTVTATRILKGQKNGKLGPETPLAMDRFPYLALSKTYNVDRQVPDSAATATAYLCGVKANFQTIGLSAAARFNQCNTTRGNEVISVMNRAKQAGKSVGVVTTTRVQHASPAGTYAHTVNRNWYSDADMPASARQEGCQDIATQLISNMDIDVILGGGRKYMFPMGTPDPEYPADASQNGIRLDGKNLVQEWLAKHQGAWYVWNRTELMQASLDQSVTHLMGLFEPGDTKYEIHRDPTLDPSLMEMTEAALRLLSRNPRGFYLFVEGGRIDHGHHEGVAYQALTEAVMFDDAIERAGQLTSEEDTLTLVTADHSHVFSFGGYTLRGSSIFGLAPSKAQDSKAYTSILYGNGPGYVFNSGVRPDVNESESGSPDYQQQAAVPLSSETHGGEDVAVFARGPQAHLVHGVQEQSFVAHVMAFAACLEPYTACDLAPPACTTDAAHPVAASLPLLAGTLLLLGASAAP
ATG4B inh: inhibitors of human ATG4B cysteine protease; Q9Y4P1; hit rate 0.51% among 340,000; AID 504462; inhibition, % at 8.33 µM; ATG4B cleavage of LC3-PLA2, NBD-HPC fluorescence, 1 h; in the data active means inhibition above about 40%
Target sequence (Q9Y4P1 whole entry, looked up): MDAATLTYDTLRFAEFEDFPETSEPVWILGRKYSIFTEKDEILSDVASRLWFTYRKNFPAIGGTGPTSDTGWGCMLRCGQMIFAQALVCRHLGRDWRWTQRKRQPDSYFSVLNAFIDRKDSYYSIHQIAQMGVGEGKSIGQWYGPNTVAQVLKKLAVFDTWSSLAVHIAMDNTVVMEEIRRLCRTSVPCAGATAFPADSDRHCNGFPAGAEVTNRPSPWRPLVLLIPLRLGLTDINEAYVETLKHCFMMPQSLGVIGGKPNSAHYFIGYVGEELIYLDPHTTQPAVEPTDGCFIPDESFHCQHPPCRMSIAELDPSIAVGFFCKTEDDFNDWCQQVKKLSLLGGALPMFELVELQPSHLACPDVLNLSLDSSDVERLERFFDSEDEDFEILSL
mIAP activ: mouse IAP activation; muIAP, CDP-Star luminescence, 30 min; hits give high values; 1 = vehicle-only enzyme signal, 0 = enzyme-free wells; activation factor at 10 µM; hit rate 0.24% among 330,000;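 active means activation factor of at least 2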; further: the source names both 10 and 20 µM as test concentration; values of inactives mirror those of a sister screen read the other way
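Assay system: mouse IAP enzyme / Compound: DMSO-dissolved test compounds / Timing: 30 min, room temperature / Measured by: luminescence from enzymatic CDP-Star hydrolysis / Control set: DMSO-only wells, enzyme-free buffer wells as negative control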
tim10-1 inh: tim10-1 yeast growth inhibition; S. cerevisiae tim10-1 ts strain growth, BacTiter-Glo, 24 h; inhibition, % at 20 µM; hit rate 2.2% among 330,000; AID 463190;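 active means inhibition of at least 40%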;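 further: mutant grown at 25 °C; 0% = DMSO wells with yeast and 100% = wells holding no yeast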
NALP3 yeast inh: inhibitors of NALP3 inflammasome in yeast; inhibition, % at 10 µM; Yeast reconstituted NLRP3/ASC/caspase-1, beta-gal luminescence, 24 h; hit rate 0.39% among 330,000; AID 2825;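 active means inhibition of 50% or more; inactive means inhibition below 50%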;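 further: plate controls were induced DMSO wells for no effect and uninduced yeast grown without galactose for full effect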
hIAP inh: human IAP inhibition; purified IAP, CDP-Star luminescence, 30 min; inhibition, % at 10 µM; hit rate 0.12% among 330,000; AID 2544;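 active means inhibition reaching a set limit with compound at 10 µM in the primary screen, cut at about 35% in these data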;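 further: plate controls were DMSO wells with enzyme for no effect and no-enzyme buffer wells for full effect; values of inactives mirror those of a sister screen read the other way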
TIM10 inh: growth inhibitors of TIM10 yeast strain; S. cerevisiae TIM10 strain growth, BacTiter-Glo luminescence, 24 h; inhibition, % at 10 µM; hit rate 1.4% among 330,000; AID 463195;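 active means inhibition of 40% or more at the single tested concentration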;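 further: wild-type TIM10 isogenic control strain grown at permissive 25 °C; 0% = DMSO yeast wells and 100% = minimal medium wells without yeast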
Apaf-1 inh: blocks human Apaf-1 apoptosome activity; O14727; reconstituted apoptosome caspase-3 activity, DEVD-Rh110 fluorescence; inhibition, % at 20 µM; hit rate 0.71% among 330,000; active means inhibition of at least 40% at 20 µM;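 further: plate controls were DMSO wells for no effect and DEVD-CHO caspase inhibitor wells for full effect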
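Material: reconstituted apoptosome with Apaf-1, cytochrome c, caspase-9, procaspase-3, dATP; medium: pH 7.5 Hepes buffer with CHAPS, BSA, DTT; also added: cytochrome c and DEVD-Rh110 substrate; timing: 30 min plus 50 min, RT; signal: Rh110 fluorescence intensity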
* hit, by the source's call; · = no result given.

SMILES	mIAP inh	hIAP act	ATG4B inh	mIAP activ	tim10-1 inh	NALP3 yeast inh	hIAP inh	TIM10 inh	Apaf-1 inh
CCOC(=O)c1c(C)nc2c(c1-c1cc(OC)c(OC)c(OC)c1)C(=O)c1ccccc1-2	-2	0.97	2	1	20	-2	3	20	-6
CCn1c(C(=O)N2CCC(Cc3ccccc3)CC2)cc2sccc21	1	1.1	6	0.99	24	0	-6	34	18
NC(=O)C1CCN(C(=O)Cc2ccsc2)CC1	-14	1	4	1.1	2	19	-4	-3	22
N#Cc1cc2c(nc1SCC(=O)N1CCCCC1)CCCCC2	3	0.86	2	0.97	34	11	14	6	5
CCOC(=O)N1CCN(c2nc3ccccc3nc2C(C#N)C(=O)NCCc2ccccc2)CC1 (centres undefined)	7	0.97	-19	0.93	28	32	3	10	27
COc1ccc(NC(=O)CCNC(=O)C2CCN(S(=O)(=O)c3ccc(OC)cc3)CC2)cc1	-2	1.3	-9	1	6	13	-26	-3	-18
O=C(CN1C(=O)NC2(CCCCCC2)C1=O)N1CCN(S(=O)(=O)c2ccccc2)CC1	2	1.1	-2	0.98	-10	15	-14	15	1
O=S(=O)(NCc1ccc(Cl)cc1)c1cnc[nH]1	1	1.1	-10	0.99	13	4	-7	-2	-4
CCOc1ccc(Oc2c(/C=N/NC(=O)C3CC3)c(C)nn2-c2ccccc2)cc1	-25	1.1	35	1.2	10	17	-5	-13	17
Cc1ccc(C(=O)NCCc2nnc(SCC(=O)Nc3nc(-c4ccccc4)cs3)n2C)cc1	2	1.1	1	0.98	5	-3	-10	8	-1
CCN(C(=O)CSc1nc2ccccc2n1CCc1ccccc1)C1CCS(=O)(=O)C1 (centres undefined)	10	1.3	-5	0.91	12	13	-32	-8	11
CC(Oc1ccc(-c2nnco2)cc1)C(=O)N1CCOCC1 (centres undefined)	0	0.86	3	0.99	4	3	14	2	0
CC(=O)c1ccc(NC(=O)COC(=O)CC2CC3CCC2C3)cc1 (centres undefined)	8	1.1	-2	0.93	-2	-9	-8	10	4
C[C@@H]1CCC[C@@]2(O[C@H](CCO)C[C@H](O)[C@H]2O)O1	-12	1	-9	1.1	18	2	-2	30	9
CC1(C)C2([N+](=O)[O-])CN(CCO)CC1([N+](=O)[O-])CN(CCO)C2	4	1.2	-9	0.96	0	-4	-18	-11	2
CC(C)C(NC(=O)OCc1ccccc1)C(=O)NCc1ccc(C(=O)O)cc1 (centres undefined)	-1	0.99	-3	1	11	-3	1	-10	-4
Cc1nnc(N2CCN(Cc3ccccc3)CC2)[nH]c1=O	1	0.86	-2	0.99	0	19	14	-2	-7
CC1Cn2c(nnc2-c2cc3ccccc3cc2O)S1 (centres undefined)	-4	0.96	-11	1	25	15	4	14	-2
COc1ccc(-n2cnc3cc(NCc4ccco4)ccc32)cc1	1	1	-5	0.99	22	31	0	35	-4
Cc1cc(C)c(C#N)c(SCc2nnc(-c3ccccc3)o2)n1	-28	1.2	0	1.3	15	39	-19	9	13

Of the compounds above, two contain a thiophene ring, fused or not.
SMILES	mIAP inh	hIAP act	ATG4B inh	mIAP activ	tim10-1 inh	NALP3 yeast inh	hIAP inh	TIM10 inh	Apaf-1 inh
CCn1c(C(=O)N2CCC(Cc3ccccc3)CC2)cc2sccc21	1	1.1	6	0.99	24	0	-6	34	18
NC(=O)C1CCN(C(=O)Cc2ccsc2)CC1	-14	1	4	1.1	2	19	-4	-3	22

(cont.)
SMILES	mIAP inh	hIAP act	ATG4B inh	mIAP activ	tim10-1 inh	NALP3 yeast inh	hIAP inh	TIM10 inh	Apaf-1 inh
Cc1oc(-c2ccc(-c3ccccc3)cc2)nc1CN1CCN(CC(=O)N(C)C)CC1	-6	0.98	3	1.1	24	43	2	24	4
O=C(Nc1cc(Cl)ccc1F)C1=COCCO1	-2	1	3	1	17	24	-2	12	3
NC(Cc1c[nH]c2ccccc12)C(=O)NCc1ccccc1 (centres undefined)	-3	0.93	4	1	26	16	7	-1	18
C[C@H](NC(=O)C1CC(=O)N(c2ccc3c(c2)OCO3)C1)C(=O)NC1CCCCC1 (some centres undefined)	-5	1	0	1.1	-4	4	-5	5	-1
O=C(C1CC(=O)N(C2CCCCC2)C1)N1CCN(c2cccc(C(F)(F)F)c2)CC1 (centres undefined)	5	1	-4	0.95	11	6	-4	5	1
CC12CCC(=O)N1C(C(=O)NCCN1C(=O)S/C(=C\c3ccc(F)cc3)C1=O)CS2 (centres undefined)	6	0.84	-3	0.94	25	0	16	13	12
CN1CCN(C(=O)c2cc(=O)c3cc(Cl)cc(Cl)c3o2)CC1	0	0.9	-3	1	-5	8	10	-10	-2
O=S(=O)(NCC(c1ccccc1)N1CCC(O)CC1)c1ccc(Cl)cc1 (centres undefined)	-2	1.1	-10	1	-3	18	-7	-6	3
Cc1ccc(-c2ccc(=O)n(CCC(=O)N3CCN(c4ccccc4)CC3)n2)cc1	-3	1.1	-9	1	39	16	-11	11	12
NC(=O)c1ccccc1NC(=O)c1ccccc1F	2	1	-12	0.98	-22	1	-1	-13	5
O=C1CCC(C(=O)OCC(=O)c2c[nH]c3ccccc23)=NN1	-1	0.93	-2	1	6	10	7	12	4
COC(=O)C1C(=O)/C(=C/N(C)C)C(=O)CC1(C)C (centres undefined)	-10	0.87	13	1.1	8	2	13	0	5
CCCc1cc2c(cc1NC(=O)c1ccccc1C)OCO2	-4	1.1	10	1	19	33	-10	22	3
Cc1cccc(-c2cc(C(=O)N/N=C/c3cccnc3)c3ccccc3n2)c1	13	0.91	-2	0.87	20	18	10	-4	17
CCCC(C)C(=O)Nc1ccc(NC(C)=O)cc1 (centres undefined)	4	0.9	0	0.96	0	4	10	-2	-5
Cc1ccc(C)c(-n2c(-c3csc(C)c3C)n[nH]c2=S)c1	-5	0.99	-2	1.1	33	16	1	13	15
Cc1cc2cc(C(c3nnnn3C3CCCC3)N(Cc3cccnc3)Cc3ccco3)c(=O)[nH]c2cc1C (centres undefined)	6	0.87	-15	0.94	20	24	13	12	15
COc1cccc(C(=O)/C=C/Nc2ccc(S(=O)(=O)Nc3cccc(C(C)=O)c3)cc2)c1	12	0.95	-17	0.89	10	21	5	-6	5
CCOc1ccc(C(=O)Nc2nnc(C)s2)cc1OCC	-9	1	0	1.1	29	4	0	3	14
Cc1csc(NC(=O)Cc2c[nH]c3ccccc23)n1	8	0.95	-6	0.92	12	-1	5	-10	4

Complete entries as entered above:
Results for Cc1csc(NC(=O)Cc2c[nH]c3ccccc23)n1 → mIAP inh = 8; hIAP act = 0.95; ATG4B inh = -6; mIAP activ = 0.92; tim10-1 inh = 12; NALP3 yeast inh = -1; hIAP inh = 5; TIM10 inh = -10; Apaf-1 inh = 4
Results for CCOC(=O)c1c(C)nc2c(c1-c1cc(OC)c(OC)c(OC)c1)C(=O)c1ccccc1-2 → mIAP inh = -2; hIAP act = 0.97; ATG4B inh = 2; mIAP activ = 1; tim10-1 inh = 20; NALP3 yeast inh = -2; hIAP inh = 3; TIM10 inh = 20; Apaf-1 inh = -6

Further results follow:
SMILES	mIAP inh	hIAP act	ATG4B inh	mIAP activ	tim10-1 inh	NALP3 yeast inh	hIAP inh	TIM10 inh	Apaf-1 inh
COc1ccc(OC)c(N(CC(=O)Nc2cccnc2)S(=O)(=O)c2ccccc2)c1	-9	0.94	-6	1.1	32	7	6	7	-9
CCc1ccc(N(CC(=O)N2CCOCC2)S(C)(=O)=O)cc1	4	0.89	-2	0.96	9	3	11	-3	0
O=C(Cn1cc([N+](=O)[O-])cn1)N1CCCc2ccccc21	-3	1.1	-9	1	21	-10	-14	15	-12
Cc1ccc2c(c1)cc1c(=O)n(CC(=O)N3CCCC3)nc(C)n12	2	0.79	7	0.98	-6	17	21	7	-7
C=COCCNC(=S)N1CCOCCOCCN(C(=S)NCCOC=C)CCOCCOCC1	4	1	-4	0.96	-5	24	-2	8	-3
CCOC(=O)[C@H]1[C@H]2COc3ccccc3[C@@H]2N2C(=O)c3ccc(Cl)cc3NC(=O)[C@@]12C	6	0.85	9	0.94	12	20	14	12	26
CCn1c(COc2ccc(OC)cc2)nnc1SCc1nc2ccccc2c(=O)[nH]1	4	1.1	·	0.96	-14	14	-14	7	-2
CCC1(c2ccc(F)cc2)NC(=O)N(CC(=O)N2c3ccccc3CC2C)C1=O (centres undefined)	3	1	-5	0.97	-9	5	-4	19	21
O=C(NCCS(=O)(=O)N1CCN(c2cccc(Cl)c2)CC1)c1ccc2c(c1)OCO2	-4	0.88	0	1	10	6	12	3	9
CCCNC(=O)CSc1nnc(-c2ccccc2Br)n1-c1cccc(C(F)(F)F)c1	6	1.2	-12	0.94	36	7	-18	14	5
CCCCC(=O)Nc1ccc(N2CCN(c3ccc(F)cc3)CC2)cc1	0	1	-6	0.99	-10	19	-2	-1	4
Cc1cc(NC(=O)CCC(=O)N(CC(=O)NCC2CCCO2)Cc2ccc(F)cc2)no1 (centres undefined)	-1	1.1	7	1	5	-5	-13	-4	-45
COc1cccc(NC(=O)N2CCCC(C(=O)Nc3ccccc3OC)C2)c1 (centres undefined)	-3	0.9	-7	1	-9	-2	10	11	-1
O=C(COC(=O)CNC(=O)c1cccc(Br)c1)Nc1nnc(-c2ccccc2)o1	3	1.2	-12	0.97	17	-5	-19	-2	-2
CC(NC(=O)c1ccccc1Cl)C(=O)NCc1cccs1 (centres undefined)	-2	1.6	7	1	29	9	-58	6	4
CCOC(CCNC(=O)CCC(=O)Nc1ccc2nc(N3CCN(C)CC3)cc(C)c2c1)OCC	1	0.98	-11	0.99	-1	3	2	0	-2
O=C(CSc1nc2cc(Cl)ccc2c(=O)n1Cc1ccco1)Nc1ccc(S(=O)(=O)N2CCOCC2)cc1	14	1.1	-5	0.86	34	2	-13	11	17
Cc1cccc(C)c1NC(=O)NC1(C(=O)NCc2ccncc2)CCCCC1	4	1.1	1	0.96	-19	1	-8	5	-1
C/C(N)=C(/C#N)C(=O)CSc1nnc(Nc2ccccc2C)s1	0	1.2	-3	1	7	23	-22	0	-2
COc1cc(C(C)=O)ccc1OCC(=O)OC(C)C(=O)c1ccc(F)cc1 (centres undefined)	1	0.95	-1	0.99	-11	4	5	-7	-5
O=C1C=C(c2cccc(Br)c2)C[C@@H](c2ccc(Cl)cc2)C1	3	0.96	-8	0.97	-3	10	4	4	20
C=CCCCN(Cc1ccccc1)S(=O)(=O)c1ccccc1Br	-16	1	15	1.2	21	-19	-5	2	14
CC1(C)CC(=O)C2=C(C1)OC(N)=C(C#N)C2c1ccsc1 (centres undefined)	19	1	4	0.81	10	-7	-1	-4	-2
COc1ccc(OCC(O)Cn2c(=N)n(CCN3CCOCC3)c3ccccc32)cc1 (centres undefined)	-10	1.1	-6	1.1	11	8	-7	1	1
C=CCOc1ccc(/C=N/N2C(=O)C(CC(=O)Nc3ccc(F)cc3F)SC2=NC)cc1 (centres undefined)	1	1	-9	0.99	23	12	-5	26	-13
CCc1noc(C)c1C(=O)NNC(=O)COc1ccc(C)c(C)c1	7	1.4	3	0.93	-8	3	-40	-9	4
CC(Cc1ccsc1)NC(=O)CCc1nnc(CCc2ccccc2)o1 (centres undefined)	7	0.82	-2	0.93	22	-14	18	14	-14
COc1cccc2cc(C(=O)Oc3ccccc3)c(=O)oc12	-2	1.2	-2	1	5	8	-21	1	-19
CCOc1cc(CNc2ccccc2)cc(Br)c1OCc1ccc(F)cc1	1	0.91	9	0.99	14	3	9	8	11
CCn1c(SCC(=O)Nc2ccc3c(c2)OCCO3)nnc1-c1ccccn1	4	0.97	7	0.96	8	2	3	8	-23
O=C(NC1=NCCS1)c1ccc(Cl)c(S(=O)(=O)N2CCCCCC2)c1	15	0.88	-10	0.85	3	21	12	14	-1
O=C(Nc1ccc(-c2nnco2)cc1)c1ccccc1	6	1	-6	0.94	-10	5	-1	7	-2

Hits appear at their usual frequency; about 4.5% have a hit in one of these screens.
